# Assay outcomes from PubChem.
# p53 PUMA act = mutant p53 pathway reactivation; activation, % at 9.98 µM; hit rate 1.5% among 28,000; SW480 PUMA-promoter luciferase; in the data active = activation above about 52%
# STK33 inh = blocks human STK33 kinase activity; Q9BYT3; ADP-Glo luminescence, MBP substrate; inhibition, % at 12.5 µM; hit rate 0.44% among 27,000; in the data active = inhibition above about 20%
# Target sequence (Q9BYT3 whole entry, looked up): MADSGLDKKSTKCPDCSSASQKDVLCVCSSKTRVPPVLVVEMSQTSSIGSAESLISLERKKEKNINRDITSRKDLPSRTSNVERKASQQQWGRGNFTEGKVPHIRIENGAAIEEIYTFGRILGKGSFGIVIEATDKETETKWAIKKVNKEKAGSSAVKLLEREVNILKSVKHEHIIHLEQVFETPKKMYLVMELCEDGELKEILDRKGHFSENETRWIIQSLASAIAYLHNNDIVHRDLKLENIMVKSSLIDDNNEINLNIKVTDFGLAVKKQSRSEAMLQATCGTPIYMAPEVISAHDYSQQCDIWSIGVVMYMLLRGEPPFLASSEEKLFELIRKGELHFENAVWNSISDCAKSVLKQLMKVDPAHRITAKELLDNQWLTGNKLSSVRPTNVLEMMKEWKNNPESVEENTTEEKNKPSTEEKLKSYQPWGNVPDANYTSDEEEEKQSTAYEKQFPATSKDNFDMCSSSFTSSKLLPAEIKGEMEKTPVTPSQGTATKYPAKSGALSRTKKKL
# The depositor's hits bear a star; x = not tested or not shown. Only part of the results is shown; count on the stated rates, not on these rows.
SMILES,p53 PUMA act,STK33 inh
[N-]=[N+]=NCc1ccccc1C[C@@]1(C(=O)NCCN2CCOCC2)N=C(c2ccc(OCCCO)cc2)O[C@@H]1c1ccccc1,x,4
C[C@@H]1CCCCO[C@@H](CN(C)S(=O)(=O)c2cn(C)cn2)[C@@H](C)CN([C@H](C)CO)C(=O)c2cc(NC(=O)Nc3ccc4c(c3)OCO4)ccc2O1,x,5
Cc1ccc(N(C(=O)COc2ccccc2[N+](=O)[O-])C2C=CS(=O)(=O)C2)cc1 (configuration not stated),-13,0
C[C@]12C=CC(=O)C=C1CCC1C2[C@@H](O)C[C@@]2(C)C1CC[C@]2(O)C(=O)CO (some centres not stated),x,0
COCC(=O)N(C)C[C@H]1Oc2cc(C#Cc3cccnc3)ccc2S(=O)(=O)N([C@@H](C)CO)C[C@@H]1C,-7,x
O=C(O)CCc1ccc(-c2ccc(F)cc2)n1-c1cccc(C(=O)O)c1,39,8
Cc1noc(C)c1NC(=O)Nc1ccc2c(c1)CC(=O)N([C@H](C)CO)C[C@H](C)[C@H](CN(C)Cc1ccc(Oc3ccccc3)cc1)O2,x,1
COCC#Cc1cnc2c(c1)C(=O)N([C@H](C)CO)C[C@@H](C)[C@@H](CN(C)C(=O)c1cccnc1)O2,-8,x
Cc1ccc(Sc2cncc3sc(C(N)=O)cc23)cc1,-4,x
C[C@@H]1CN([C@@H](C)CO)C(=O)c2cc(C#CCc3ccccc3)cnc2O[C@@H]1CN(C)Cc1ccc(C(=O)O)cc1,19,x
Cc1cccc(-n2c(CCN3C(=O)c4ccccc4C3=O)nc3ccccc3c2=O)n1,9,-2
C[C@@H]1CN([C@H](C)CO)C(=O)CCCn2cc(nn2)CO[C@@H]1CN(C)Cc1ccc2c(c1)OCCO2,x,2
COc1ccc(S(=O)(=O)N(C)C[C@@H]2OCCCC[C@@H](C)Oc3ccc(NS(C)(=O)=O)cc3C(=O)N([C@H](C)CO)C[C@@H]2C)cc1,x,-1
O=C(Nc1cccc(Cn2cccn2)c1)c1cc(-c2cccnc2)nc2ccc(Cl)cc12,-6,-1
CC(NC(=O)COc1ccc(Cl)cc1Cl)C(=O)O (configuration not stated),1,-3
C[C@@H]1CN([C@H](C)CO)C(=O)Cc2cc(NC(=O)CCN3CCOCC3)ccc2O[C@H]1CN(C)C(=O)Nc1ccc(C(F)(F)F)cc1,x,-1
Cc1noc(C)c1S(=O)(=O)Nc1ccc2c(c1)C(=O)N([C@@H](C)CO)C[C@@H](C)[C@H](CN(C)C(=O)Nc1ccccc1)OCCCC[C@@H](C)O2,-12,x
CCOc1ccc(NC(=O)c2c(NC(=O)c3ccco3)sc3c2CCCCC3)cc1,-79,0
COc1cc2c(cc1O)C(C1CC1)N(C)CC2 (configuration not stated),x,-7
CC1=CC2OC3[C@H](O)C[C@](C)([C@@]2(CO)CC1=O)[C@]31CO1 (some centres not stated),x,-2
Cc1noc(C)c1NC(=O)Nc1ccc2c(c1)C(=O)N([C@H](C)CO)C[C@H](C)[C@@H](CN(C)Cc1ccc3c(c1)OCO3)OCCCC[C@@H](C)O2,x,-1
Cc1ccc2oc(-c3ccccc3)c(CN3CCOCC3)c(=O)c2c1,48,x
COc1ccc(S(=O)(=O)N(C)C[C@@H]2Oc3ccc(NC(=O)C4CCCCC4)cc3CC(=O)N([C@@H](C)CO)C[C@@H]2C)cc1,x,0
COC(=O)c1c(NC(=S)Nc2ccc(CC(=O)O)cc2)sc(C)c1C,0,-1
C[C@@H]1CN([C@@H](C)CO)C(=O)c2cc(NC(=O)c3ccncc3)ccc2O[C@@H](C)CCCCO[C@@H]1CN(C)S(=O)(=O)c1ccc(F)cc1,6,x

# (list continues)
SMILES,p53 PUMA act,STK33 inh
C[C@@H]1CN([C@@H](C)CO)C(=O)Cc2cc(NC(=O)C3CCCCC3)ccc2O[C@@H]1CN(C)S(=O)(=O)c1cccs1,x,-1
C[C@H]1CN([C@@H](C)CO)C(=O)c2cc(C#Cc3ccccn3)cnc2O[C@@H]1CN(C)C(=O)c1cnccn1,6,x
O=C(O)c1cc(Oc2ccc([N+](=O)[O-])cc2)cc(Oc2ccc([N+](=O)[O-])cc2)c1,5,x
Cc1noc(C)c1S(=O)(=O)Nc1cccc2c1O[C@@H](CN(C)S(=O)(=O)c1cn(C)cn1)[C@@H](C)CN([C@H](C)CO)C2=O,-2,x
C=C1CCC(O)/C(C)=C\CC(C(C)C)C(OC2OC(COC(C)=O)C(O)C(O)C2O)C1 (configuration not stated),-13,0
Cc1cc(I)ccc1NC(=O)CCN1C(=O)c2cccc([N+](=O)[O-])c2C1=O,15,3
CC(C)(O)C1=CCC23COC(C2)C(O)(C(=O)O)CCC13 (configuration not stated),x,0
Cc1cccc(-n2c(N)cc(=O)nc2SCC(=O)Nc2sc3c(c2C#N)CCCCCC3)c1,-19,-1
COc1ccccc1NC(=O)Cn1cc(C(=O)C2CCCCC2)c2ccccc21,-6,4
COC(=O)C1[C@H]2C[C@H]3c4[nH]c5ccccc5c4CCN3C[C@@H]2CC[C@@H]1O (some centres not stated),x,0
C[C@@H]1CCCCO[C@@H](CN(C)S(=O)(=O)c2ccccc2)[C@@H](C)CN([C@H](C)CO)C(=O)c2cc(NC(=O)Nc3ccccc3)ccc2O1,-2,1
C[C@@H]1CN([C@@H](C)CO)C(=O)c2cc(NS(=O)(=O)c3cn(C)cn3)ccc2O[C@@H](C)CCCCO[C@@H]1CN(C)C(=O)c1ccccc1,-3,x
C[C@@H]1CN([C@@H](C)CO)C(=O)Cc2cc(NC(=O)Nc3ccc4c(c3)OCO4)ccc2O[C@@H]1CN(C)S(=O)(=O)c1cn(C)cn1,x,-3
O=C(NCc1ccco1)c1nc2ncccn2n1,-2,-1
Cc1ccc([N+](=O)[O-])cc1NC(=O)CN(c1ccccc1F)S(C)(=O)=O,-22,3
O=C1O[C@H](c2ccccc2)[C@H](c2ccccc2)N2[C@H]1[C@@H](C(=O)N1CCCCCCC1)[C@]1(C(=O)Nc3ccccc31)[C@H]2c1ccc(O)cc1,x,2
C[C@@H]1CN([C@@H](C)CO)C(=O)CCCn2cc(nn2)CO[C@H]1CN(C)C(=O)Nc1ccc2c(c1)OCCO2,x,-1
C[C@H](CO)N1C[C@H](C)[C@H](CN(C)Cc2ccc3c(c2)OCO3)Oc2ccc(NC(=O)Cn3cnnn3)cc2CC1=O,x,-2
C=CCOC(=O)[C@@H]1[C@H]2C(=O)O[C@H](c3ccccc3)[C@H](c3ccccc3)N2[C@H](c2ccc(OCCOC(=O)[C@@H]3C[C@@H]4C(=O)N5CCC[C@H]5C(=O)N4[C@@H]3c3ccc(O)cc3)cc2)[C@@]12C(=O)Nc1ccc(I)cc12,x,12
COc1cc(C(c2c[nH]c3ccccc23)c2c[nH]c3ccccc23)c(O)c([N+](=O)[O-])c1,-20,2
C[C@@H]1CN([C@H](C)CO)C(=O)c2cc(NC(=O)Cc3cn(C)c4ccccc34)ccc2O[C@H]1CN(C)C(=O)NC1CCCCC1,-1,x
C[C@@H]1CN([C@H](C)CO)C(=O)c2cc(NC(=O)CCC(F)(F)F)ccc2O[C@@H]1CN(C)C(=O)Nc1ccccc1,7,x
C[C@@H]1CCCCO[C@@H](CN(C)C(=O)CCCN(C)C)[C@@H](C)CN([C@@H](C)CO)C(=O)c2cc(N(C)C)ccc2O1,10,x
CCC(CC)(CC(=O)Nc1cccc(/C=C/c2nc(C3CCC3)cs2)c1)C(=O)O,34,x
CC(=O)Nc1ccc(C(=O)CSc2ncn[nH]2)cc1,4,1

# (further entries)
SMILES,p53 PUMA act,STK33 inh
COc1ccc(Cl)cc1NC(=O)CSc1nnc(N)s1,5,-6
Cc1ccc(S(=O)(=O)Nc2ccc3c(c2)C(=O)N([C@H](C)CO)C[C@@H](C)[C@H](CN(C)S(=O)(=O)c2cccs2)O3)cc1,x,2
COc1cccc(Oc2coc3cc(OCC(N)=O)ccc3c2=O)c1,-1,-3
C[C@@H]1CN([C@@H](C)CO)C(=O)c2cc(-c3cccc(C#N)c3)cnc2O[C@@H]1CN(C)C(=O)C1CCOCC1,4,x
O=C(N1CCCCC1)[C@@]1(Cc2ccccc2)N=C(c2ccc(OCCCO)cc2)O[C@H]1c1ccccc1,x,-4
C[C@H]1CN([C@@H](C)CO)C(=O)Cc2cc(NS(=O)(=O)c3cn(C)cn3)ccc2O[C@@H]1CN(C)C,x,3
C=CCNC(=O)[C@H]1[C@@H]2C(=O)O[C@@H](c3ccccc3)[C@@H](c3ccccc3)N2[C@@H](c2ccc(O)cc2)[C@]12C(=O)Nc1ccccc12,x,5
CCCN(C)C[C@H]1Oc2ncc(C#Cc3ccccc3OC)cc2C(=O)N([C@@H](C)CO)C[C@H]1C,-6,x
COCCn1c(=O)c2c3c(sc2n(CC(N)=O)c1=O)CCCC3,-8,-1
COc1cccc(S(=O)(=O)NCc2ccc(C(=O)O)cc2)c1,-5,2
C[C@H]1CN([C@@H](C)CO)C(=O)c2cc(NC(=O)CCCN(C)C)ccc2O[C@H]1CN(C)Cc1ccc(Oc2ccccc2)cc1,x,3
C[C@@H]1CN([C@H](C)CO)C(=O)Cc2cc(NS(=O)(=O)c3ccccc3)ccc2O[C@@H]1CN(C)Cc1ccc(C(=O)O)cc1,x,0
CNC[C@H]1Oc2ccc(NC(=O)Nc3ccc4c(c3)OCO4)cc2CC(=O)N([C@@H](C)CO)C[C@@H]1C,3,-3
CN(CC(=O)Nc1cc(C(F)(F)F)ccc1Cl)S(=O)(=O)c1ccc2ccccc2c1,-7,0
O=C(CSc1nnc(-c2ccccc2Cl)n1-c1ccccc1)Nc1ccccc1C(F)(F)F,2,-1
CC1/C(=N/O)C[C@@H]2C[C@H]1C2(C)C (some centres not stated),x,2
COc1ccc(NC(=O)Nc2ccc3c(c2)C(=O)N([C@H](C)CO)C[C@H](C)[C@H](CN(C)Cc2ccccc2)OCCCC[C@@H](C)O3)cc1,x,0
CC(C)NC(=O)N(C)C[C@H]1Oc2c(NC(=O)C3CCOCC3)cccc2C(=O)N([C@@H](C)CO)C[C@@H]1C,5,x
Cc1ccc(S(=O)(=O)N(C)C[C@H]2Oc3ccc(NC(=O)C4CC4)cc3CC(=O)N([C@@H](C)CO)C[C@H]2C)cc1,0,1
COc1ccc(S(=O)(=O)N(C)C[C@@H]2OCCCC[C@H](C)Oc3ccc(N(C)C)cc3C(=O)N([C@H](C)CO)C[C@H]2C)cc1,-6,x
CC(C)S(=O)(=O)c1csc(NC(=O)Nc2cc(C(F)(F)F)cc(C(F)(F)F)c2)c1Cl,x,0
COc1ccc(NC(=O)N(C)C[C@H]2Oc3ccc(NC(=O)Cc4cn(C)c5ccccc45)cc3CC(=O)N([C@H](C)CO)C[C@H]2C)cc1,x,-3
C[C@H]1CN([C@@H](C)CO)C(=O)c2cc(NS(=O)(=O)c3cccs3)ccc2O[C@H]1CN(C)C(=O)Nc1ccc(C(F)(F)F)cc1,x,-2
Cc1cccnc1NC(=O)Cn1nc([N+](=O)[O-])cc1C,-4,0
CCn1c(C)[n+](CC)c2ccccc21,x,-2

# Later entries:
SMILES,p53 PUMA act,STK33 inh
C[C@H](CO)N1C[C@H](C)[C@H](CN(C)C(=O)Nc2ccc(C(F)(F)F)cc2)Oc2c(NC(=O)c3cnccn3)cccc2C1=O,5,x
C[C@H]1CN([C@@H](C)CO)C(=O)Cc2cc(NC(=O)Nc3ccc(C(F)(F)F)cc3)ccc2O[C@@H]1CN(C)CC1CCCCC1,x,-4
CC(C)NC(=O)N(C)C[C@H]1OCCCC[C@@H](C)Oc2ccc(NC(=O)C3CCCCC3)cc2C(=O)N([C@H](C)CO)C[C@@H]1C,x,1
CCc1ccc(NC(=O)CSc2nc(C)cc(C)n2)cc1,-7,-4
COc1cccc(NC(=O)CSc2ncnc3scc(-c4ccc(C)cc4)c23)c1,-7,2
CCN(CC(=O)O)S(=O)(=O)c1cc(Cl)ccc1Cl,-6,1
CN(C)C=NC(=O)c1ccc(-c2cccs2)s1,34,x
COc1cc(/C=C/C(=O)OC2C(COC(=O)c3cc(OC)c(OC)c(OC)c3)OC(OC3(CO)OC(CO)C(O)C3O)C(O)C2O)cc(OC)c1OC (configuration not stated),-5,1

# Entries listed so far containing a COOH group, in the order listed:
SMILES,p53 PUMA act,STK33 inh
O=C(O)CCc1ccc(-c2ccc(F)cc2)n1-c1cccc(C(=O)O)c1,39,8
C[C@@H]1CN([C@@H](C)CO)C(=O)c2cc(C#CCc3ccccc3)cnc2O[C@@H]1CN(C)Cc1ccc(C(=O)O)cc1,19,x
CC(NC(=O)COc1ccc(Cl)cc1Cl)C(=O)O (configuration not stated),1,-3
COC(=O)c1c(NC(=S)Nc2ccc(CC(=O)O)cc2)sc(C)c1C,0,-1
O=C(O)c1cc(Oc2ccc([N+](=O)[O-])cc2)cc(Oc2ccc([N+](=O)[O-])cc2)c1,5,x
CC(C)(O)C1=CCC23COC(C2)C(O)(C(=O)O)CCC13 (configuration not stated),x,0
CCC(CC)(CC(=O)Nc1cccc(/C=C/c2nc(C3CCC3)cs2)c1)C(=O)O,34,x
COc1cccc(S(=O)(=O)NCc2ccc(C(=O)O)cc2)c1,-5,2
C[C@@H]1CN([C@H](C)CO)C(=O)Cc2cc(NS(=O)(=O)c3ccccc3)ccc2O[C@@H]1CN(C)Cc1ccc(C(=O)O)cc1,x,0
CCN(CC(=O)O)S(=O)(=O)c1cc(Cl)ccc1Cl,-6,1
